UPR XBP1 act: adaptive UPR (XBP1) activation; 330,000 compounds, 0.33% hits; activation, % at 20 µM; CHO-XBP1 luciferase reporter, IRE1-XBP1 UPR activation, luminescence; percent of tunicamycin response, DMSO as zero; AID 463104;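 active = versus positive control, 20 µM dose yields 30% or more activation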;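 note: 100% = tunicamycin at 10 µg/mL and 0% = DMSO only wells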
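incubation = overnight seeding at 37 °C, 6 h compound treatment at 37 °C | assay system = CHO-XBP1 cells stably carrying IRE1-XBP1-driven luciferase reporter | input = 1000 cells per well | detection = luciferase luminescence | dosing = single point, 20 µM final compound, 1% DMSO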
tim23-1 inh: growth inhibitors of tim23-1 mutant yeast | 330,000 compounds, 1.3% hits | AID 463212 | S. cerevisiae tim23-1 growth, BacTiter-Glo luminescence, 24 h | inhibition, % at 20 µM;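 active = growth inhibition of the mutant yeast at or above 50%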;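 note: temperature-sensitive mutant grown at 25 °C; plate controls were DMSO-treated mutant yeast for no effect and medium wells lacking yeast for full effect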
UPR CHOP act: activators of apoptotic arm of unfolded protein response (CHOP) | activation, % at 10 µM | 330,000 compounds, 0.34% hits | AID 449763 | CHO-CHOP luciferase reporter, UPR activation, luminescence; percent of tunicamycin response over DMSO baseline;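 active = at 10 µM dose, activation of 40% or more, normalized to positive control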;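 note: 100% = tunicamycin at 10 µg/mL and 0% = DMSO alone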
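Assay system: CHO cells with stable CHOP pathway luciferase reporter; Buffer or medium: F12 plus 10% serum; Times: 16-18 h cell attachment, then 6 h compound exposure, 37 °C; Signal: luciferase luminescence; Read-out basis: percent activation relative to tunicamycin control; Control set: tunicamycin high control, DMSO low control.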
CXCR6 inh: CXCR6 (human) receptor inhibition; CHO-K1 PathHunter CXCR6 beta-arrestin, luminescence; inhibition, % at 20 µM; 360,000 compounds, 0.36% hits; AID 602244; in the data active = inhibition above about 34%, passing the limit was not always enough;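 note: antagonist mode with CXCL16 agonist at 10 nM final; 0% = 10 nM CXCL16 with DMSO and 100% = unstimulated wells without agonist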
Target sequence (O00574 whole entry, looked up): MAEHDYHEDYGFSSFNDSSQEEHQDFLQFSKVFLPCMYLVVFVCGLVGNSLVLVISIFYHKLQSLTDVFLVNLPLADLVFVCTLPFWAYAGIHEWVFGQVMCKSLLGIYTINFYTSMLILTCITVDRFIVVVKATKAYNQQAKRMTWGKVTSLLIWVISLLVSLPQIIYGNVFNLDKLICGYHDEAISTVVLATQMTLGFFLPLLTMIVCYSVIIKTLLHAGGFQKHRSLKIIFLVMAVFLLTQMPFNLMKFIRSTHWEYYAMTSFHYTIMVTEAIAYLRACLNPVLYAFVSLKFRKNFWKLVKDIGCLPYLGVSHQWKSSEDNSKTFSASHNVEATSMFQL
Mdm2 MdmX PPI: disrupts the human Mdm2-MdmX interaction; SaOS-2 split-luciferase Mdm2/MdmX complementation, luminescence; inhibition, % at 8 µM; 330,000 compounds, 3% hits;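 active = inhibition of at least 50% at 8 µM in the primary screen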
tim10-1 inh: inhibits growth of tim10-1 mutant yeast; S. cerevisiae tim10-1 ts strain growth, BacTiter-Glo, 24 h; inhibition, % at 20 µM; 330,000 compounds, 2.2% hits; AID 463190;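 active = inhibition of at least 40%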;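 note: mutant grown at 25 °C; 0% = DMSO wells with yeast and 100% = wells holding no yeast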
APJ ag: activates the human apelin receptor APJ; CHO-K1 APJ PathHunter beta-arrestin, luminescence; 0% DMSO wells, 100% apelin; activation, % at 20 µM; 330,000 compounds, 0.11% hits; AID 2520;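 active = activation more than six SD over the plate average, tested at 20 µM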;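 note: 0% = DMSO alone and 100% = apelin-13 at 10 nM; some results filed as inactive read as strong as hits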
Target sequence (P35414 whole entry, looked up): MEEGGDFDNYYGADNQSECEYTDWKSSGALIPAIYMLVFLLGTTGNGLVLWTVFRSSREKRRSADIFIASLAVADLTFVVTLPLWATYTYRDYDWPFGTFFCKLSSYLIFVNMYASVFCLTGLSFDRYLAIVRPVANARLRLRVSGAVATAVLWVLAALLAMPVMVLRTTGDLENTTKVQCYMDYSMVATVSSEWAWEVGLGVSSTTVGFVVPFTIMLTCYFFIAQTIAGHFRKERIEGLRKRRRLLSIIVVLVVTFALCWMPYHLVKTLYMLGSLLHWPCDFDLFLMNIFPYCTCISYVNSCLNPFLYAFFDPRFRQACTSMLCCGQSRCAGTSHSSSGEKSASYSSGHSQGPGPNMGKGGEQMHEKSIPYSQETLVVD
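Test system – PathHunter CHO-K1 APJ (AGTRL-1) beta-arrestin reporter cells · Input – 1000 cells/well · Compound – single test compound dose, 20 µM final, 1% DMSO · Times – compound stimulation 90 min at 25 °C, detection 60 min · Technique – beta-gal luminescence · Read-out basis – APJ–arrestin association signal · Control set – negative DMSO alone, positive Apelin-13 at 10 nM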
TIM10 inh: inhibits growth of TIM10 yeast strain. 330,000 compounds, 1.4% hits. inhibition, % at 10 µM. AID 463195. S. cerevisiae TIM10 strain growth, BacTiter-Glo luminescence, 24 h;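 active = inhibition of 40% or more at the single tested concentration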;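 note: wild-type TIM10 isogenic control strain grown at permissive 25 °C; 0% = DMSO yeast wells and 100% = minimal medium wells without yeast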
APJ antag: antagonists of human APJ apelin receptor; 330,000 compounds, 0.32% hits; CHO-K1 APJ beta-arrestin complementation, luminescence; AID 2521; inhibition, % at 20 µM;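 active = inhibition above about 40% at 20 µM, limit read from the data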;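 note: cells challenged with 10 nM apelin-13 agonist together with compound; plate controls were apelin-13 plus DMSO wells for no effect and DMSO wells lacking apelin-13 for full effect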
Active calls of the source: *; x = not tested or not shown.

SMILES	UPR XBP1 act	tim23-1 inh	UPR CHOP act	CXCR6 inh	Mdm2 MdmX PPI	tim10-1 inh	APJ ag	TIM10 inh	APJ antag
CCOc1ccccc1NC(=O)CSc1nc(=O)n(Cc2ccncc2)c2c1CCC2	1	-6	-0.3	10	25	16	-8	11	4
c1ccc(-c2ncc3ccccn23)cc1	2	20	1.6	-2	23	2	-1	7	1
CC1(C)OC(=O)C(=NNc2ccc(Cl)cc2)C(=O)O1	1	15	16	5	8	15	-4	-10	25
COc1ccccc1NC(=O)Nc1nn(C)c2cccc(OC)c12	-1	34	0.1	-3	15	33	3	-1	-15
COc1ccc(-c2cccc(NC(=O)COc3ccc(Cl)cc3)c2)nn1	-1	28	-1.3	-2	-27	13	0	3	6
COc1ccc(CNC(=O)CN2C(=O)NC3(CCCCCCC3)C2=O)cc1	-2	-4	-1.8	-6	27	9	-3	1	-7
CC(C)COC(=O)C(C#N)c1nc2ccccc2nc1N1CCN(Cc2ccccc2)CC1 (stereo not given)	-1	51*	0.0	16	28	42*	5	39	4
Cc1ccc(C(=O)N2CCCC(CCC(=O)NCc3ccc(F)c(F)c3)C2)cn1 (stereo not given)	0	16	3.7	4	14	16	1	10	19
O=C1C2CCCN2C(=O)N1CCCCN1CCN(CCO)CC1 (stereo not given)	-2	3	0.9	10	-30	-8	-4	-2	-8
CN1C(=O)NC(c2ccccc2)C2=C1CN(CCc1ccccc1)C2=O (stereo not given)	-1	7	0.6	1	-12	0	-1	12	-14
Cc1cc(S(=O)(=O)N2CCOCC2)ccc1OCC(=O)N1CCCC1	3	18	-1.8	-13	-21	18	1	5	3
COc1c(OC(C)=O)ccc(/C=C/c2ccc3cccc(OCc4ccccc4)c3n2)c1[N+](=O)[O-]	2	20	2.7	15	50	18	-4	3	28
Cc1cccc(N(CC(=O)NCc2ccccc2)C(=O)Cn2nnc(-c3ccc(C)o3)n2)c1	-1	5	-1.9	1	16	8	-4	-17	-2
CCOc1ccc(C(=O)N(CC)CC(=O)Nc2ccc3c(c2)OCCO3)cc1	2	33	3.6	9	1	10	-3	14	-2
Cc1c(NC(=O)c2cc(-c3ccc(Br)cc3)on2)c(=O)n(-c2ccccc2)n1C	-4	6	0.3	4	-12	-2	0	12	-6
CCOC(=O)C1CCN(C(=S)NC(=O)c2cccs2)CC1	4	18	-0.4	-3	1	17	-5	-9	20
O=C(COC(=O)/C=C/c1ccccc1F)Nc1nnc(-c2ccccc2)o1	1	4	0.7	6	22	-4	2	-7	29
O=C(NCc1ccccn1)C1CCCCC1	-2	-6	2.1	-6	-4	-1	-3	-14	1
Cn1c(Cn2nnc3ccccc32)nnc1SCC(=O)N1c2ccccc2CCc2ccccc21	0	15	2.1	6	1	15	-3	20	12
Cn1c(=O)c(C(=O)CCl)c(N)n(Cc2ccccc2)c1=O	-3	18	3.3	-16	58*	35	0	23	-9
CN(C(=O)COc1ccccc1)c1nc(-c2ccc(F)cc2)cs1	1	8	0.7	-10	1	10	0	2	15
O=C(c1ccc(Br)s1)N1CCN(c2ncccn2)CC1	0	19	0.2	41*	16	17	-5	7	-9
CCOC(=O)C1CCN(C(=O)Nc2ccc(Cl)cc2)CC1	-3	4	4.5	0	10	11	6	-11	10
O=C(CN1CCCCCC1)Nc1ccccc1Oc1ccccc1	0	11	1.2	-3	18	-2	-3	-20	-6
Nc1nonc1-n1nnc(C(=O)N/N=C/C2CC=CCC2)c1CSc1ccccc1 (stereo not given)	0	21	2.6	12	0	12	4	5	-22
C=CCn1c(CNC(=O)c2ccco2)nnc1SCC(=O)Nc1cccc(F)c1	-3	9	0.7	-2	-17	1	0	-25	0
CCCN1CCC(NC(=O)Nc2cc(Cl)ccc2OC)CC1	1	-4	-0.6	-1	26	-8	-4	5	0
CN1CCC(N(C)C(=O)CCc2nc3ccccc3n2-c2ccccc2)CC1	-2	7	0.5	0	15	4	-2	2	2
COc1ccc(C2c3sc(=O)[nH]c3SCC2C(N)=O)cc1 (stereo not given)	0	-1	1.9	2	-7	1	-4	10	20
COc1cccc(N(C(=O)CNC(=O)c2ccco2)C(C(=O)NC2CCCC2)c2ccncc2)c1 (stereo not given)	-2	-6	0.4	-5	9	-6	2	17	-10
C=CCNC(=O)c1ccccc1CCc1ccccc1	2	14	0.2	-1	2	3	0	7	-1
Cc1noc(C)c1S(=O)(=O)Nc1ccccc1Oc1ccccc1	2	39	1.2	4	15	36	-1	37	9
O=C(COc1ccccc1)Nc1nc2ccccc2[nH]1	0	-5	4.1	6	-61	-9	-3	6	3
C/C(=N/OC(=O)c1ccc(Cl)cc1Cl)c1oc(C)nc1C	6	14	5.0	-1	19	4	1	-12	-10
O=C(Nc1ccccc1)N(O)c1ccc(Cl)cc1	4	-2	3.4	-15	1	-21	-1	4	-3
COc1ccc(Cc2nnc(NS(C)(=O)=O)s2)cc1	0	0	-1.2	-3	-12	-6	-4	-6	4
Cc1cc(C)c(C#N)c(SCC(=O)OC2CCCCC2)n1	0	39	0.1	4	4	18	-6	28	-5
Cc1cccc2sc(NC(=O)[C@H](C)N3C(=O)C4CC=CCC4C3=O)nc12 (stereo not given in full)	-3	43	1.1	5	-2	27	-4	39	2
COc1ccc(C(CNC(=O)Cc2ccccc2F)N2CCCCC2)cc1 (stereo not given)	-2	1	-0.4	5	-3	-13	-4	-14	-3
O=C(N1CCOCC1)N1CCN(c2ccccc2)CC1	-3	13	-3.2	-3	32	-1	-3	-11	-1
C#CCN(CC=C)C(=O)c1ccc2nc(C3CCCCC3)oc2c1	-2	33	4.9	10	-8	31	-2	18	10
Fc1ccc(-c2csc(-c3ccccn3)n2)cc1F	0	7	4.0	0	-43	3	-3	20	11
CC(=O)c1cccc(CN2CCC(n3nccc3NC(=O)CCOc3ccccc3)CC2)c1	-2	-1	0.7	6	-1	-3	6	4	16
CCC(=O)N1CCc2cc(S(=O)(=O)NC(Cc3ccccc3)C(=O)NC3CCCCC3C)ccc21 (stereo not given)	-1	0	-0.5	-3	23	-4	-5	5	1
O=S(=O)(Nc1ccccc1N1CCCCC1)c1ccc(Cl)s1	1	23	1.7	2	17	29	-3	31	1
COCCn1c(SCC(=O)Nc2cccc(NC(C)=O)c2)nc2c([nH]c3ccccc32)c1=O	-5	14	2.7	-9	19	1	2	2	-6
O=C(CCNC(=O)c1ccccc1Cl)NCCCSc1ccccc1	0	12	0.7	9	19	14	-5	9	2
CCc1c(C(=O)NCc2ccc3c(c2)OCO3)[nH]c(C)c1C(C)=O	4	19	0.5	0	10	21	-3	16	8
COc1ccc(C2c3ccc4ccccc4c3Oc3ncn(CCN4CCOCC4)c(=N)c32)cc1OC (stereo not given)	2	-6	0.2	10	69*	-8	-2	1	27
COc1ccc(OC)c(NC(=O)CN(c2ccc(C)cc2)S(=O)(=O)c2c(C)noc2C)c1	-2	2	-1.6	0	6	28	-3	24	11
c1ccc(CC2CCN(c3nc4ccccc4n4cnnc34)CC2)cc1	0	26	-3.0	2	-5	15	-2	16	16
COc1ccc(NC(=O)c2ccccc2Oc2ccccc2)c(OC)c1	0	29	1.3	4	17	4	-6	-20	18
CC(C)CNC(=O)C1CCCN(C(=O)NCc2ccccc2)C1 (stereo not given)	-5	3	1.0	2	-6	5	-2	2	-5
C=CCC[C@H](Cc1ccc(F)cc1)C(=O)O[C@H](CNC(=O)[C@@H](CC=C)CC(=O)N(CCO)Cc1ccccc1)c1ccccc1	-3	9	6.6	21	63*	6	-3	7	7
COc1ccc(-c2nn(-c3ccccc3)cc2C(=O)NC2CCCCC2C)cc1 (stereo not given)	12	16	4.1	1	74*	15	-1	7	29
C/C(=N\Nc1ccc(C#N)cc1[N+](=O)[O-])c1ccc(C)o1	-4	5	-1.6	2	18	7	-5	0	23
N#CC1(NC(=O)COC(=O)CN2C(=O)c3ccccc3C2=O)CCCCC1	0	9	-0.9	-3	-6	2	1	-1	5
O=C(COc1ccc2ccccc2c1Br)Nn1cnnc1	3	1	0.2	1	-3	11	-2	-10	0
COc1ccc(C2=Nn3c(nnc3-c3ccccc3Cl)SC2)cc1OC1CCOC1 (stereo not given)	12	9	1.9	-6	63*	6	-3	-8	-4
O=c1oc2c(CN3CCCCC3)c(O)ccc2c2c1CCCC2	1	3	3.3	1	-15	-1	2	0	13

Part of the list above, with bars between the fields.
smiles | UPR XBP1 act | tim23-1 inh | UPR CHOP act | CXCR6 inh | Mdm2 MdmX PPI | tim10-1 inh | APJ ag | TIM10 inh | APJ antag
C/C(=N\Nc1ccc(C#N)cc1[N+](=O)[O-])c1ccc(C)o1 | -4 | 5 | -1.6 | 2 | 18 | 7 | -5 | 0 | 23
N#CC1(NC(=O)COC(=O)CN2C(=O)c3ccccc3C2=O)CCCCC1 | 0 | 9 | -0.9 | -3 | -6 | 2 | 1 | -1 | 5
O=C(COc1ccc2ccccc2c1Br)Nn1cnnc1 | 3 | 1 | 0.2 | 1 | -3 | 11 | -2 | -10 | 0
COc1ccc(C2=Nn3c(nnc3-c3ccccc3Cl)SC2)cc1OC1CCOC1 (stereo not given) | 12 | 9 | 1.9 | -6 | 63* | 6 | -3 | -8 | -4
O=c1oc2c(CN3CCCCC3)c(O)ccc2c2c1CCCC2 | 1 | 3 | 3.3 | 1 | -15 | -1 | 2 | 0 | 13

Next entries follow.
SMILES	UPR XBP1 act	tim23-1 inh	UPR CHOP act	CXCR6 inh	Mdm2 MdmX PPI	tim10-1 inh	APJ ag	TIM10 inh	APJ antag
COc1ccccc1/C=N/NC(=O)C(=O)N1CCN(c2ccccc2OC)CC1	-3	13	-0.5	-4	-6	23	1	3	-3
CC1CCc2c(nc3ncnn3c2N2CC(C)OC(C)C2)C1 (stereo not given)	0	7	-1.9	-11	10	18	0	-1	-6
CCOc1ccc(OC(=O)NC(c2ccccc2)C(Cl)(Cl)Cl)cc1 (stereo not given)	1	11	0.3	6	-2	7	10	10	4
Cc1cccnc1NC(=O)CNC(=O)c1ccccc1	-1	-7	0.6	-4	-43	-8	-3	5	10
O=C(CCC1CCCC1)Nc1ccccc1-c1ccccc1	1	26	-0.7	0	-5	20	6	2	-5
O=C(COC(=O)c1cc([N+](=O)[O-])ccc1N1CCOCC1)Nc1ccc(Cl)cc1	-2	-53	-1.9	4	26	-16	-4	-21	1
CCOC(=O)c1nnn(CC(=O)Nc2cccc(F)c2)c1C(=O)OCC	0	12	-0.2	7	-24	12	1	12	10
COCCCN(CC(=O)Nc1ccc(F)cc1)S(=O)(=O)c1cccs1	0	4	-1.0	1	-17	-10	-3	-3	-1
COc1ccc(NC(=O)N2CCCC2C(=O)Nc2ccccc2F)cc1 (stereo not given)	2	1	0.2	2	17	-1	-2	14	15
N#Cc1ccccc1S(=O)(=O)N1CCN(C(=O)C2CCCC2)CC1	-3	4	-0.8	-7	1	6	-2	-4	13
Cc1ccc(C2=[N+]([O-])C3(CCCCC/C3=N\NC(N)=S)N(O)C2(C)C)o1 (stereo not given)	1	17	1.6	x	0	8	-2	-10	-20

Compound activity: PubChem BioAssay, Sanford-Burnham Center for Chemical Genomics

These rows are one share of the data; rates above refer to the full screens.
